Screens: PubChem BioAssay, Johns Hopkins Ion Channel Center
KCNK3 block – human KCNK3 channel inhibition, primary screen. O14649. CHO-KCNK3 thallium flux, FluxOR fluorescence; active compounds read low. B-score at 10 µM. actives 0.84% (n = 340,000);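 active = B-score under library mean minus 4 SD, starting fluorescence ratio at most library mean plus 5 SD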;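 note: more negative B-score means stronger inhibition of thallium flux through KCNK3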
Target sequence (O14649 whole entry, looked up): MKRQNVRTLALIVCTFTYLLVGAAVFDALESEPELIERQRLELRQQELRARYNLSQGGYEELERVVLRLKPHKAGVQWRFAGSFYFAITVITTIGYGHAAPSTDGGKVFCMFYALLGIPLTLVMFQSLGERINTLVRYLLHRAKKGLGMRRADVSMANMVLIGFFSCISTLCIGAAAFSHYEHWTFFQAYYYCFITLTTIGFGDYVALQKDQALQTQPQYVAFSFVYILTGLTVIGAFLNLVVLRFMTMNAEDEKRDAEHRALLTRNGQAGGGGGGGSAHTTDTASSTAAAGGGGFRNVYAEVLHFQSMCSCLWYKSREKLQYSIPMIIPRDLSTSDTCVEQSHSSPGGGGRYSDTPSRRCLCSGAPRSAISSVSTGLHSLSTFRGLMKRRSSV
RGS4 act – potentiators or activators of RGS4; actives 0.92% (n = 310,000); AID 463111; HEK293 M3R/inducible RGS4, carbachol calcium flux Fluo4; active compounds read low; B-score at 10 µM;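 active = B-score of the integrated calcium signal more than 4 SD below the library mean, with starting fluorescence not abnormally high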;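 note: negative B-score means reduced calcium response which marks RGS4 activation or potentiation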
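test system = HEK293 cells with stable M3R and inducible RGS4 | schedule = recording 10 s baseline at 1 Hz, 100 s post-agonist | technique = Fluo4-AM (2 µM) calcium-flux fluorescence, kinetic read | measure = Agonist-evoked peak-minus-minimum fluorescence over baseline, integrated ratio, B score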
hERG rescue – shields human hERG channel from block by proarrhythmic agents. Q12809. CHO-hERG, FluxOR thallium flux, dofetilide IC70 present. activation (rescue from dofetilide block), less the hit threshold, % at 10 µM. actives 0.51% (n = 310,000);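 active = activation above the mean of controls blocked by dofetilide plus 5 SD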;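 note: thallium influx through hERG after potassium depolarization seen as dye fluorescence rise; in these data hits start at about 4.7%; inactives centre near -7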
KCNQ1 block – human KCNQ1 channel inhibition; P51787; CHO-K1 KCNQ1, FluxOR thallium flux fluorescence; active compounds read high; B-score at 10 µM; actives 1.3% (n = 310,000);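 active = compounds whose thallium flux B-score, printed positive for inhibition, exceeds three library SD while starting fluorescence stays within three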;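 note: channel opened by potassium depolarization with thallium stimulus after 20 min compound exposure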
ANO1 block – blocks the mouse calcium-activated chloride channel TMEM16A. Q8BHY3. HEK293 TMEM16A/YFP iodide influx fluorescence, ionomycin. normalized B-score (activity score, 25-100; higher = stronger inhibition) at 10 µM. actives 1.2% (n = 310,000). AID 588511;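 active = ratio plate-corrected score three or more library SD toward inhibition, starting fluorescence score within five deviations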;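 note: score derived from kinetic fluorescence span divided by baseline fluorescence per well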
MrgX1 agonist – human MrgX1 receptor agonism, primary screen. Q96LB2. MrgX1-HEK293 cells, Fluo-4 calcium fluorescence, agonist mode; active compounds read high. B-score at 10 µM. AID 588627. actives 0.44% (n = 310,000);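 active = calcium response B-score plate-corrected fluorescence ratio at least 3 library SD, with starting fluorescence B-score inside 5 SD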
Target sequence (Q96LB2 whole entry, looked up): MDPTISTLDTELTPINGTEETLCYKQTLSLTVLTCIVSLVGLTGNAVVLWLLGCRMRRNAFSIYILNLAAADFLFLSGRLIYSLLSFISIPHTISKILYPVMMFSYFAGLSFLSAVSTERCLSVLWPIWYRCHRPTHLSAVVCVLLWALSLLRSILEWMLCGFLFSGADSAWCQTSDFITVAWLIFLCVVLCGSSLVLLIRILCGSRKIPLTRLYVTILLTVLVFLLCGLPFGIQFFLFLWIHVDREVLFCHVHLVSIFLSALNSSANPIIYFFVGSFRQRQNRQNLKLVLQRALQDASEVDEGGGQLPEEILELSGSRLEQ
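Assay system: stable human MrgX1 HEK293 cell line. Quantity: 15,000 cells per well. Schedule: cells plated overnight, dye loaded 0.5 h 37 °C, 0.5 h room temperature. Detection: Fluo-4 NW calcium-flux fluorescence, kinetic read. Read-out basis: peak-minus-minimum fluorescence over baseline, converted to B scores. Control set: positive and negative control wells on each plate.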
ANO1 activ – activates or potentiates the mouse TMEM16A chloride channel; Q8BHY3; B-score at 10 µM; AID 623877; actives 0.3% (n = 340,000); HEK293 TMEM16A/YFP-H148Q/I152L, iodide quench fluorescence; active compounds read low;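 active = fluorescence-ratio B-score plate-corrected deviation score at least 3 library SD below zero, with starting fluorescence score within 5 deviations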;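 note: channel opened by trigger with iodide after compound preincubation; score built on the fluorescence ratio of max minus min over baseline; more negative score means more quench and so TMEM16A activation or potentiation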
RGS4 block – human RGS4 inhibition; AID 463165; B-score at 10 µM; HEK293 M3R/RGS4 inducible, Fluo-4 calcium flux; active compounds read high; triggered by carbachol at its EC20; actives 0.45% (n = 310,000); P49798;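 active = B-score, a plate-corrected calcium signal, over three deviations above library mean, with baseline fluorescence within five deviations of library mean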;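 note: RGS4 expression induced by doxycycline in cells with stable M3 receptor; B-score is computed from the integrated fluorescence ratio over baseline after carbachol; higher B-score means a larger calcium signal and so more RGS4 inhibition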
KCNK9 inh – human KCNK9 channel inhibition; actives 1.2% (n = 310,000); B-score at 10 µM; HEK293 KCNK9, FluxOR thallium flux fluorescence; active compounds read low; Q9NPC2; AID 488922;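 active = ratio B-score over 3 SD below the library mean, with starting fluorescence within 5 SD of its mean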;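 note: negative B-score means less thallium flux so channel inhibition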
Target sequence (Q9NPC2 whole entry, looked up): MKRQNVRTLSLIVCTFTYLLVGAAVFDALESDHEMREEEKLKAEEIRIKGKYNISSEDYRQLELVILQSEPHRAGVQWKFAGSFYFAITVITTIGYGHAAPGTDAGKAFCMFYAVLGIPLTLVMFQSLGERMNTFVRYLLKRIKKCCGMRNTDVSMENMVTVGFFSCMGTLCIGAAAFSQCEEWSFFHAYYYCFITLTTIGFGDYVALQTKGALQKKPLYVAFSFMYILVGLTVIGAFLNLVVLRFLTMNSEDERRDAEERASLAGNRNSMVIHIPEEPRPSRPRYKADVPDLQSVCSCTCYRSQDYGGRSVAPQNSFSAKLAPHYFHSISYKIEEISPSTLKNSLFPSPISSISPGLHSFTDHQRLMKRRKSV
MrgX1 PAM – human MrgX1 positive allosteric modulation, primary screen | Q96LB2 | MrgX1-HEK293, Fluo-4 calcium flux, FDSS; active compounds read high | B-score at 10 µM | actives 0.63% (n = 310,000) | AID 588675;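 active = plate-corrected calcium response at least 3 library SD above typical, normal starting fluorescence, not activating the receptor alone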;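 note: compound read alongside a low EC10 to EC30 dose of BAM8-22 agonist; peak minus trough fluorescence over baseline measured at the second addition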
KCNQ1 pot – human KCNQ1 channel potentiation or activation; CHO-K1 KCNQ1, thallium flux FluxOR fluorescence; active compounds read high; B-score at 10 µM; actives 0.35% (n = 310,000);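 active = fluorescence ratio B-score, a plate-corrected score, at least three library SD, with initial intensity B-score within 5 SD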
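Assay system: stable KCNQ1 CHO-K1 line; medium: assay buffer, equal DMSO in all wells; timing: 90 min dye loading and 20 min compound exposure, both at room temperature; technique: kinetic FluxOR thallium fluorescence, 10-s 1-Hz baseline, 110-s post-stimulus read; read-out basis: B score of baseline-normalized fluorescence ratio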
* hit, by the source's call; i = inactive; x = not tested or not shown. The order is random, and some 6.3% of all compounds hit somewhere here.

SMILES	KCNK3 block	RGS4 act	hERG rescue	KCNQ1 block	ANO1 block	MrgX1 agonist	ANO1 activ	RGS4 block	KCNK9 inh	MrgX1 PAM	KCNQ1 pot
Cc1cc(NC(=O)CCC(=O)N(CC2CCCO2)C(C(=O)NC2CCCC2)c2ccccc2C)no1 (stereo not drawn)	i	i	-8.9	i	i	i	i	i	i	i	i
COc1ccc2c(c1OC)C(=O)OC2Nc1nc(-c2cc3ccccc3oc2=O)cs1 (stereo not drawn)	i	i	-2.0	i	i	i	i	i	i	i	i
COc1ccc(CCNS(=O)(=O)c2cc3c4c(c2)CCN4C(=O)CC3)cc1OC	i	i	-4.5	i	x	x	i	i	i	x	i
O=C(Nc1nccs1)NC(C(F)(F)F)C(F)(F)F	i	i	-7.1	i	i	i	i	i	i	i	i
COc1cccc(/C=N/NC(=O)Cn2ccnc2C)c1	i	i	-8.7	i	i	i	i	i	i	i	i
COc1ccc(Cl)cc1NC(=O)C1COc2ccccc2O1 (stereo not drawn)	i	i	-22.5	i	i	i	i	i	i	i	i
COC(=O)c1cccc(NS(=O)(=O)c2ccc(OC)cc2)c1C	i	i	-2.8	i	i	i	i	i	i	i	i
CCCCc1c(O)c2cccc3c2n(c1=O)CCC3	i	i	-5.1	i	i	i	i	i	i	i	i
O=[N+]([O-])c1ccc(C[n+]2cccc3c4ccccc4ccc32)cc1	i	i	-4.3	i	i	i	i	i	i	i	i
COC(=O)c1ccc(NC(=O)C2C3C=CC(C3)C2C(=O)O)cc1 (stereo not drawn)	i	i	-12.9	i	i	i	i	i	i	i	i
CCC(c1nnnn1Cc1ccccc1)N(Cc1cc2cc(OC)ccc2[nH]c1=O)CC1CCCO1 (stereo not drawn)	i	i	-7.5	i	i	i	i	i	i	i	i
O=C(NNS(=O)(=O)c1ccc(F)cc1F)C1Cc2c(ccc3ccccc23)O1 (stereo not drawn)	i	i	-10.9	i	i	i	i	i	i	i	i
O=C(O)c1ccccc1C(=O)Nc1nccs1	i	i	-13.1	i	i	i	i	i	i	i	i
CCOc1ccc(CNC(=O)CCCC(=O)n2ncc3cc(C)ccc32)cc1	i	i	-5.6	i	i	i	i	i	i	i	i
CCOC(=O)C(CC)Sc1nnc(COc2ccc(C)cc2)n1-c1ccccc1 (stereo not drawn)	i	i	-15.1	i	i	i	i	i	i	i	i
CN(/N=C/c1ccc(-c2ccc([N+](=O)[O-])cc2)o1)c1ccccc1	i	i	-6.2	8*	i	i	i	i	i	i	i
Cc1nc(C2COc3ccccc3O2)sc1C(=O)O (stereo not drawn)	i	i	-10.8	i	i	i	i	i	i	i	i
CC(C)COc1ccc(C(=O)CCN2CCCCC2)cc1	i	i	-7.5	i	i	i	x	i	i	i	i
Cc1cccc(C(=O)O)c1NC(=O)Cc1cccc2ccccc12	i	i	-6.2	i	i	i	i	i	i	i	i
CCCCn1c(NCCC)nc2c1c(=O)[nH]c(=O)n2C	i	i	0.8	i	x	x	i	i	i	x	i
COc1ccc(NC(=O)CSc2nnc(COc3ccccc3)n2Cc2ccco2)cc1OC	i	i	5.1*	i	i	i	i	i	i	i	i
CCCCNC(=O)c1onc(CSc2ccccc2)c1C(=O)NCCCC	i	i	-12.4	i	i	i	i	i	i	i	i
CCOc1ccc(CCNC(=O)c2nnn(CC(=O)Nc3c(C)cc(C)cc3C)c2N)cc1OCC	i	i	-5.5	i	i	i	i	i	i	i	i
CCOc1ccccc1CNC(=O)CCNC(=O)Cn1ccc2ccccc2c1=O	i	i	-0.8	i	i	i	i	i	i	i	i
Cc1ccc(-c2ccc(CCC(=O)O)n2-c2cccc(O)c2)cc1	i	i	-11.7	i	i	27.6*	i	i	i	i	i
Continuation.
SMILES	KCNK3 block	RGS4 act	hERG rescue	KCNQ1 block	ANO1 block	MrgX1 agonist	ANO1 activ	RGS4 block	KCNK9 inh	MrgX1 PAM	KCNQ1 pot
O=C(NCC1CCCO1)c1ccc(NS(=O)(=O)c2cccs2)cc1 (stereo not drawn)	i	i	-16.0	i	i	i	i	i	i	i	i
CC(C)CNC1CS(=O)(=O)CC1O (stereo not drawn)	i	i	-13.4	i	i	i	i	i	i	i	i
Cc1ccnc(NC(=S)NC(=O)c2ccco2)c1	i	i	-3.2	i	i	i	i	i	i	i	i
CC(=O)N1c2ccc(S(=O)(=O)NCC3CCC(C(=O)N4CCCC(C)C4)CC3)cc2CC1C (stereo not drawn)	i	i	-7.0	i	i	i	i	i	i	i	i
O=C(Nc1ccc(F)cc1)c1cccc(N2C(=O)C3C4CCC(C4)C3C2=O)c1 (stereo not drawn)	i	i	-8.4	i	i	i	i	i	i	i	i
CCCn1nnc(NC(=S)NC(=O)c2ccc(-c3ccc(Br)cc3)o2)n1	i	i	-6.6	i	i	i	i	i	i	i	i
COCCNC(=O)C(=O)NCC1OCCN1S(=O)(=O)c1cccs1 (stereo not drawn)	i	i	-9.8	i	i	i	i	i	i	i	i
CSc1ccccc1NC(=O)Cc1ccc(Br)cc1	i	i	-8.8	i	i	i	i	i	i	i	i
CCC(C)N1CC23C=CC(O2)C(C(=O)OC)C3C1=O (stereo not drawn)	i	i	-7.2	i	i	i	i	i	i	i	i
COc1ccc(NC(=O)CN2C(=O)NC3(CCCC3)C2=O)cc1	i	i	0.5	i	i	i	i	i	i	i	i
O=C(CN(C1CCCCC1)S(=O)(=O)c1ccc(Cl)cc1)NCCCO	i	i	-12.7	i	i	i	i	i	i	i	i
Cc1cc(NS(=O)(=O)c2ccc(NC(=O)COc3ccc(Cl)cc3)cc2)no1	i	i	-6.9	i	i	i	x	i	i	i	i
Cc1cc(N/N=C/c2ccc(F)cc2)nc(-n2nc(C)cc2C)n1	i	i	-3.9	i	i	i	i	i	i	i	i
O=C(NC(=S)NCc1ccccc1)c1ccc2c(c1)OCO2	i	i	-6.7	i	i	i	i	i	i	i	i
O=C(NC(Cc1ccccc1)C(=O)N1CCCCCC1)c1ccccc1 (stereo not drawn)	i	i	-12.6	i	i	i	i	i	i	i	i
CCCc1nn2c(=O)cc(COc3cccc(NC(=O)c4ccco4)c3)nc2s1	i	i	-13.0	i	i	i	i	i	i	i	i
Cc1c(NC2=C(Cl)C(=O)N(c3ccccc3)C2=O)c(=O)n(-c2ccccc2)n1C	i	i	-10.7	i	i	i	i	i	i	i	i
COc1ccccc1CNC(=O)CSc1nc2ccccc2c(=O)n1CCCN1CCOCC1	i	i	-14.4	i	i	i	i	i	i	i	i
CCn1cc(S(=O)(=O)CC(=O)Nc2ccc3c(c2)OCCO3)c2ccccc21	i	x	x	x	i	i	i	x	x	i	x
CC(=O)OCC1(C)CN(c2ccccc2)NC1=O (stereo not drawn)	i	i	-6.7	i	i	i	i	i	i	i	i
COc1ccc(-c2cc(=O)oc3cc(O)ccc23)cc1	i	i	1.5	i	i	i	i	i	i	i	i
COc1cccc(C2CC(c3cccs3)=NN2C(=O)CSc2nc3ccccc3s2)c1OC (stereo not drawn)	i	i	-13.4	i	i	i	i	i	i	i	i
CCCCNC(=S)N/N=C/c1ccccc1F	i	i	-0.3	i	i	i	i	i	i	i	i
COC(C)(C)[C@]12CC(O)(C(C)C)ON1[C@H]1CCCCC1N2O (stereo partly drawn)	i	i	-4.0	i	i	i	i	i	i	i	i
Cc1ccc(CN2C(=O)c3ccccc3C2C(=O)NCC2CCCO2)cc1 (stereo not drawn)	i	i	-9.0	i	i	i	i	i	i	i	i
Following part
SMILES	KCNK3 block	RGS4 act	hERG rescue	KCNQ1 block	ANO1 block	MrgX1 agonist	ANO1 activ	RGS4 block	KCNK9 inh	MrgX1 PAM	KCNQ1 pot
CC1CCN(C(=O)Cn2ncc3c([nH]c4ccccc43)c2=O)CC1	i	i	-8.5	i	i	i	i	i	i	i	i
O=C1CC(c2ccccc2)n2ncnc2N1 (stereo not drawn)	i	i	-6.4	i	i	i	i	i	i	i	i
O=C(NCc1cccnc1)C1CC(c2cccc(Br)c2)=NO1 (stereo not drawn)	i	i	-0.9	i	i	i	i	i	i	i	i
CCCCC(=O)Oc1cc(C)[nH]c(=O)c1[N+](=O)[O-]	i	i	-10.2	i	i	i	i	i	i	i	i
O=C(CSc1nnc(-c2ccc(OC(F)F)cc2)o1)NC(=O)NCc1ccco1	i	i	-4.3	i	i	i	i	i	i	i	i
COc1ccccc1C(=O)CN1C(=O)NC2(CCc3ccccc32)C1=O (stereo not drawn)	i	i	-5.2	i	i	i	i	i	i	i	i
O=C(Nc1cccc([N+](=O)[O-])c1)Nc1ccc2c(c1)OCCO2	i	i	-15.7	i	i	i	i	i	i	i	i
CCOC(=O)c1sc(NC(=O)Nc2ccc(Cl)cc2)cc1C	i	i	-7.9	i	i	i	i	i	i	i	i
COc1cc(F)ccc1CN1CCC(C(=O)Nc2ccc(Oc3ccccc3)nc2)CC1	i	i	-5.1	i	i	i	i	i	i	i	i
COc1cccc(CN2CC(C(=O)NCCCc3ccc(C)cc3)CCC2=O)c1 (stereo not drawn)	i	i	-4.4	i	i	i	i	i	i	i	i
CN(CC(=O)Nc1cccc(F)c1)C(=O)Cn1cnc2c1c(=O)n(C)c(=O)n2C	i	i	-8.3	i	i	i	i	i	i	i	i
CC(C)(C)C(=O)Nc1ccccc1N1CCN(C(=O)c2ccc(Cl)cc2)CC1	i	i	-12.6	i	i	i	i	i	i	i	i
CC1CC(C)CN(CCCNC(=O)CN2C(=O)CSc3ccc(S(=O)(=O)N4CCCCC4)cc32)C1 (stereo not drawn)	i	i	-5.5	i	i	i	i	i	i	i	i
Cc1ccc(CNC(=O)Nc2ccccc2)cc1	i	i	-5.6	i	i	i	i	i	i	i	i
Cc1ccc(CSc2nnc(SCC(=O)N/N=C/C=C/c3ccccc3[N+](=O)[O-])s2)cc1	i	i	-7.4	i	i	i	i	i	-14.7*	i	i
Cc1ccc(-c2nnc(Nc3ccc4c(c3)OCO4)c3ccccc23)cc1S(=O)(=O)NCCO	i	i	-13.8	i	i	i	i	i	i	i	i
CCOc1ccc2c(C)c(C(=O)O)oc2c1OCC	i	i	-10.5	i	i	i	i	i	i	i	i
CC(C)[C@H](Nc1nc(-c2ccccc2)nc2c1oc1ccccc12)C(=O)O	i	i	-12.2	i	i	i	i	i	i	i	i
